Screens: PubChem BioAssay, National Center for Advancing Translational Sciences (NCATS)
D2 antagonist: antagonizes the human D2 dopamine receptor | 340,000 compounds, 2% hits | HEK293 TREx D2 cells, calcium flux, dopamine EC80 | inhibition, % at 10 µM | AID 485344; in the data active means inhibition above about 30%; further: 0% is about no effect
Target sequence (P14416 whole entry, looked up): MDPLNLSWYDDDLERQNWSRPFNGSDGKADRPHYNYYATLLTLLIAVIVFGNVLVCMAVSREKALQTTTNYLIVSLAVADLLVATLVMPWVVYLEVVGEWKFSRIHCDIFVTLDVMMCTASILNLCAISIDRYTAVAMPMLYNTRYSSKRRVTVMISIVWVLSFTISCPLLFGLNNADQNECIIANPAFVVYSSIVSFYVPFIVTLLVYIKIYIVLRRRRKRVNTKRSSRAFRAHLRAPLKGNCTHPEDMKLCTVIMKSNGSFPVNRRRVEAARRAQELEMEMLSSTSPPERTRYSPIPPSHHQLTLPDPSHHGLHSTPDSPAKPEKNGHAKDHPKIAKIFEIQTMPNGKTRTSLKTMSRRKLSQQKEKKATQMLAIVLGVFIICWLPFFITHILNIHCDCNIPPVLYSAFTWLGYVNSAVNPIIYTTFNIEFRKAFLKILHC
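Cells plated overnight at 30 C with tetracycline; no-wash calcium dye, 30–90 min RT; 10 s baseline; compound pinned; 180 s read; EC80 dopamine added; another 180 s read.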
TRHR ag: activates the human TRH receptor; P34981; TRHR cells, calcium flux fluo-8, FDSS agonist mode; activation, % at 2 µM; 360,000 compounds, 0.18% hits; AID 493084; in the data active means activation above about 30%; further: 0% is about no effect
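TRHR-expressing cells, plated overnight in medium with 10% serum, were loaded with fluo-8 calcium dye at room temperature. After a 10 s baseline, library compound was pin-added and calcium release was recorded kinetically (ex 480/em 530) as agonist response.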
D2 agonist: agonists of human D2 dopamine receptor; 340,000 compounds, 0.53% hits; HEK293 T-REx D2 cells, calcium flux agonist mode; P14416; activation, % at 2 µM;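 active means activation over 3 SD above normal in the single-dose calcium agonist read, cut at about 30% in these data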; further: 0% is about no effect
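Tetracycline-induced HEK293 T-REx cells with force-coupled D2 receptor, plated overnight at 30 C, loaded with no-wash calcium dye. After a 10 s baseline, compound was pin-added and calcium flux read kinetically for 180 s; calcium rises flagged agonists.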
TrxR1 substrate: substrates of rat thioredoxin reductase 1; purified TrxR1 substrate turnover, NADPH consumption readout; O89049; AID 588456; Potency, µM (highest dose often 114 µM), for the others: at the top dose activity change, negative = substrate turnover; 390,000 compounds, 0.01% hits; further: potency means the concentration at half of the fitted maximal effect; on the % scale 0 is the no-effect control and ±100 the full control effect; nearly all actives have a fitted effect of over 50% in size
Target sequence (O89049 whole entry, looked up): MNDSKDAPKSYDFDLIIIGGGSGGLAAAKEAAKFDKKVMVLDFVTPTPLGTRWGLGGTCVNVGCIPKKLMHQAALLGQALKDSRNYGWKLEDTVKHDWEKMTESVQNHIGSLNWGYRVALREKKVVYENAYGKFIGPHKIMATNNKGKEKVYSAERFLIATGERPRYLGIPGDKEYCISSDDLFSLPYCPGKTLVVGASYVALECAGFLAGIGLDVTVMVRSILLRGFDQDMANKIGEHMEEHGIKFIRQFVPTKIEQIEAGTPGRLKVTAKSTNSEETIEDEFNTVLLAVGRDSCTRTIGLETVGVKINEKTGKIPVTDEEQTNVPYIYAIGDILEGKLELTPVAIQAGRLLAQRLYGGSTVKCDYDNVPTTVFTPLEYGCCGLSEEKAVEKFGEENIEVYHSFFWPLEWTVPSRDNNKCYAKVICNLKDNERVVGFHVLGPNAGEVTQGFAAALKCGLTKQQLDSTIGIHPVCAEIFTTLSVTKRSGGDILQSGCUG
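Rat TrxR1, dispensed at 90 nM, was prereduced with 400 uM NADPH (final) for 5 min at ~22 deg C, then incubated with compound 15 min before 400 uM selenite. A first-read NADPH fluorescence drop versus no-compound background flagged substrates.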
PI4K2A block: inhibitors of human PI4K2A; Q9BTU6; purified PI4K2A, ADP-Glo luminescence, 1 h; stronger effect = lower value; activity change, negative = inhibition, % at 76.9 µM; 420,000 compounds, 0.13% hits; AID 1346378; in the data active means activity change below about -50%; inconclusive means mostly about -30% to -49%;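 further: -100% = wells without enzyme as full effect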
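In this quantitative HTS, ADP production by PI4K2A was quantified luminescently after 1 h at ambient temperature; 100 microM adenosine served as plate-quality control.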
TrxR1 inh: rat TrxR1 inhibition; O89049; 390,000 compounds, 1% hits; recombinant rTrxR1, NADPH fluorescence consumption, selenite substrate; Potency, µM (top dose mostly 114 µM), inactives show at the highest dose activity change, negative = inhibition, usual class: inhibitors; further: potency means the concentration at half of the fitted maximal effect; on the % scale 0 is the no-effect control and ±100 the full control effect; nearly all actives have a fitted effect of over 65% in size
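Rat TrxR1 (90 nM in the dispensed reagent) was pre-reduced with 400 uM NADPH for 5 min at room temperature, then incubated with compound for 15 min. After 400 uM selenite was added, NADPH fluorescence (Ex 340/Em 450 nm) was followed for 8 min.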
USP1 inh: inhibitors of human USP1/UAF1 deubiquitinase; 390,000 compounds, 0.23% hits; Potency, µM (top dose mostly 57.1 µM), for the others: at the top dose activity change, negative = inhibition, usual class: inhibitors; O94782; recombinant USP1/UAF1, Ub-Rhodamine cleavage fluorescence; further: potency means the concentration at half of the fitted maximal effect; on the % scale 0 is the no-effect control and ±100 the full control effect; nearly all actives have a fitted effect of over 60% in size; inactives centre near -12
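USP1/UAF1 complex (1 nM) preincubated 15 min at room temperature with compound, then Ub-Rho substrate (150 nM final) added. Kinetic fluorescence at 480/540 nm over 6 reads at 60 s intervals; 50 mM HEPES pH 7.8, 0.5 mM EDTA, 0.1 mg/ml BSA, 1 mM TCEP, 0.01% Tween-20.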
TRHR PAM: allosteric enhancers of human TRH receptor | TRHR cells, fluo-8 calcium fluorescence, EC20 TRH enhancement | enhancement, % at 2 µM | AID 493056 | 360,000 compounds, 0.66% hits | P34981; in the data active means enhancement above about 30%; further: 0% is about no effect
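Enhancer read-out: after compound pinning and an initial kinetic agonist-mode read, an EC20 of TRH (10 nM final) was injected and fluo-8 calcium signal (Ex 480/Em 530) followed at 1 s/cycle for 100 cycles in TRHR-expressing cells.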
IDH1 R132H inh: inhibitors of human mutant IDH1 R132H; O75874; IDH1-R132H enzyme, NADPH consumption, diaphorase/resazurin fluorescence; Potency, µM (series often up to 76.6 µM), for the others: top-dose activity change, negative = inhibition, hits mostly inhibitors; 390,000 compounds, 0.093% hits; AID 602179; further: potency means the concentration at half of the fitted maximal effect; on the % scale 0 is the no-effect control and ±100 the full control effect; nearly all actives have a fitted effect of over 65% in size
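IDH1-R132H (0.5 ug/mL dispensed) in pH 7.5 Tris buffer was preincubated 30 min with compound, then given a substrate mix of 0.016 mM NADPH and 2 mM alpha-KG for 80 min at room temperature; remaining NADPH was read by diaphorase/resazurin fluorescence.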
Numbers without * were called inactive; u = inconclusive; x = no result given; [ ] = another dose, or the depositor's remark. Unless noted, the call rests on the fitted dose curve; in most records, active means well fitted inhibition curve with a large enough effect; inconclusive means small, poorly fitted or top-dose-only effect; inactive means no such curve, though single readings can be large or run the other way.

[1] O=C1CN(C(=O)COc2cccc(F)c2)c2ccccc2N1
[2] Cc1ccc(C)c(S(=O)(=O)NCc2ccc3c(c2)OCO3)c1
[3] CCOC(=O)c1c(NC(=O)CSc2nnc(CNc3ccc(F)cc3)o2)sc(C)c1C
[4] O=C(NC(=S)Nc1ccc(N2CCOCC2)cc1)c1cccc([N+](=O)[O-])c1
[5] O=C(COC(=O)CCC1CCCC1)Nc1ccc(F)cc1
[6] Cc1cccc(NC(=O)C(=O)N/N=C/c2ccncc2)c1
[7] Cc1ccccc1NC(=O)CSc1nc(=O)n(CCN2CCOCC2)c2c1CCC2
[8] CCOC(=O)CSc1nnc(C)n1N

assay / entry	1	2	3	4	5	6	7	8
D2 antagonist	1	3	-7	-14	-12	4	x	-3
TRHR ag	0.9	-1.7	0.7	0.3	0.4	-0.7	-0.3	0.8
D2 agonist	-0.1	-1.1	0.0	-0.6	1.6	1.1	0.7	0.0
TrxR1 substrate	x	6%[57.1 µM]	-6%	-1%	-9%	-5%	-3%[57.1 µM]	7%[57.1 µM]
PI4K2A block	x	-2	2	1	2	0	3	7
TrxR1 inh	x	22%	7%	u	-8%	-2%	8%[57.1 µM]	12%[57.1 µM]
USP1 inh	x	-3%	-17%	-9%	-5%	-14%	1%	8%
TRHR PAM	6	-3	-6	0	3	2	0	13
IDH1 R132H inh	x	5%	-3%	-1%	0%	11%	-2%	4%

[9] CCCCNC(=S)N/N=C1\CCCCc2ccccc21
[10] Cc1cccc(C(=O)Oc2ccccc2/C=N/Nc2ccc([N+](=O)[O-])cc2)c1
[11] Cc1cccc(NC(=O)CSc2nnc(-c3ccccc3Br)o2)c1C
[12] CC(C)C1S/C(=N/N=C/c2cccs2)NC1=O (stereo unspecified)
[13] O=C(N/N=C/c1cc(Cl)cc([N+](=O)[O-])c1O)c1cccc(S(=O)(=O)N2CCOCC2)c1
[14] O=C(CCNS(=O)(=O)c1ccccc1)NNC(=O)COc1ccc(Cl)cc1
[15] COc1cccc(NC(=O)COC(=O)c2nc(Cl)ccc2Cl)c1
[16] COc1cccc(-c2cn3c(n2)sc2cc(C(=O)NCCC4=CCCCC4)ccc23)c1

assay / entry	9	10	11	12	13	14	15	16
D2 antagonist	-16	-3	-19	17	7	21	9	x
TRHR ag	-1.0	2.4	-0.3	-0.1	0.3	0.1	-1.3	0.4
D2 agonist	0.2	2.7	-1.2	0.0	-0.2	-0.1	-0.7	0.1
TrxR1 substrate	-6%	-16%	7%	-14%	-21%	-2%	-4%	-7%[11.4 µM]
PI4K2A block	-1	-1	2	2	1	-3	7	3
TrxR1 inh	5%	-18%	21%[57.1 µM]	-16%	u	8%	8%[57.1 µM]	14%
USP1 inh	-8%	-22%	-23%	-19%	-15%	-16%	-20%	3%
TRHR PAM	2	-2	18	-5	4	-16	0	-6
IDH1 R132H inh	-7%	6%	9%	2%	4%	0%	2%	19%

[17] O=[N+]([O-])c1ccc(NC2CCN(Cc3ccccc3)CC2)c([N+](=O)[O-])c1
[18] CCC(C(=O)NC1CCCC1)N(Cc1ccc2c(c1)OCO2)C(=O)c1snc(C(N)=O)c1N (stereo unspecified)
[19] COc1ccc(N2C(=NC(=O)C3CCCCC3)SC3CS(=O)(=O)CC32)cc1OC (stereo unspecified)
[20] Cc1cccc(NC(=O)C2CCN(c3cnccn3)CC2)c1
[21] COc1ccc(-n2c(SC)nc(O)c(Cc3ccccc3)c2=O)cc1
[22] CC(C)NC(=O)Nc1ccc2c(c1)C(=O)N([C@H](C)CO)C[C@H](C)[C@@H](CN(C)S(=O)(=O)c1cccs1)O2
[23] Cc1cccc(NC(=O)c2sc3nc4c(c(-c5ccco5)c3c2N)CCC4)c1
[24] Cc1c2cnn(CC(=O)N3CCN(c4ccccc4)CC3)c(=O)c2c(C)n1Cc1ccccc1Cl

assay / entry	17	18	19	20	21	22	23	24
D2 antagonist	17	24	-8	x	2	x	-18	x
TRHR ag	0.1	-0.2	0.0	-1.4	0.1	x	1.3	-0.3
D2 agonist	-0.4	0.5	0.5	-0.7	0.6	x	0.8	-0.6
TrxR1 substrate	-6%	3%	-6%	-3%	1%	11%	-12%	0%
PI4K2A block	1	-4	2	-1	5	-3	-11	1
TrxR1 inh	6%	2%	-8%	0%	24%	8%	-20%	7%
USP1 inh	-10%	-8%	-19%	-9%	-2%	u	-26%	-4%
TRHR PAM	4	-1	10	-4	-1	x	2	-1
IDH1 R132H inh	2%	5%	-11%	14%	-4%	11%	1%	0%

[25] COc1ccc(-c2cc3nc(-c4ccccc4)cc(N4CCC5(CC4)OCCO5)n3n2)cc1
[26] CCOC(=O)c1[nH]c(C)c(C(=O)OCc2ccc(C)cc2)c1C
[27] Cc1nn(-c2ccc(Cl)cc2)c(NC(=O)C(C)C)c(-c2ccccc2)c1=O
[28] COc1cc(N2C(=O)CSC23C(=O)Nc2ccccc23)cc(OC)c1OC (stereo unspecified)
[29] Cc1cccc(Cn2nc(C)c(NC(=O)c3ccc(F)cc3)c2C)c1
[30] CC(=O)Nc1nnc(SCc2cc(=O)c3cccc(Cl)c3[nH]2)s1
[31] CCc1nc(SCc2ccccn2)c2c(=O)n(C)c(=O)n(C)c2n1
[32] CCCOc1ccc(N2C(=O)CC(N3CCN(CCN=CC4=C(O)CC(C)(C)CC4=O)CC3)C2=O)cc1 (stereo unspecified)

assay / entry	25	26	27	28	29	30	31	32
D2 antagonist	2	3	-7	-12	5	x	-13	-12
TRHR ag	0.4	-0.1	-0.9	-0.3	-1.2	0.1	-0.4	-0.4
D2 agonist	0.0	0.7	0.1	-0.9	1.0	0.6	-0.5	1.3
TrxR1 substrate	365%[activator][57.1 µM]	-8%	-4%	1%	8%	-5%[57.1 µM]	10%[57.1 µM]	9%[57.1 µM]
PI4K2A block	-3	0	2	1	-7	-1	1	0
TrxR1 inh	481%[activator][57.1 µM]	25%[57.1 µM]	0%	13%	23%	0%[57.1 µM]	11%[57.1 µM]	13%[57.1 µM]
USP1 inh	-8%	-7%	-27%	-8%	-6%	-14%	-26%	-12%
TRHR PAM	-7	-4	9	4	-1	8	5	4
IDH1 R132H inh	-4%	3%	-2%	10%	1%	7%	5%	7%

Sorted by formula weight (rising): 5 of the compounds above
[26] CCOC(=O)c1[nH]c(C)c(C(=O)OCc2ccc(C)cc2)c1C
[30] CC(=O)Nc1nnc(SCc2cc(=O)c3cccc(Cl)c3[nH]2)s1
[27] Cc1nn(-c2ccc(Cl)cc2)c(NC(=O)C(C)C)c(-c2ccccc2)c1=O
[25] COc1ccc(-c2cc3nc(-c4ccccc4)cc(N4CCC5(CC4)OCCO5)n3n2)cc1
[32] CCCOc1ccc(N2C(=O)CC(N3CCN(CCN=CC4=C(O)CC(C)(C)CC4=O)CC3)C2=O)cc1 (stereo unspecified)

assay / entry	26	30	27	25	32
D2 antagonist	3	x	-7	2	-12
TRHR ag	-0.1	0.1	-0.9	0.4	-0.4
D2 agonist	0.7	0.6	0.1	0.0	1.3
TrxR1 substrate	-8%	-5%[57.1 µM]	-4%	365%[activator][57.1 µM]	9%[57.1 µM]
PI4K2A block	0	-1	2	-3	0
TrxR1 inh	25%[57.1 µM]	0%[57.1 µM]	0%	481%[activator][57.1 µM]	13%[57.1 µM]
USP1 inh	-7%	-14%	-27%	-8%	-12%
TRHR PAM	-4	8	9	-7	4
IDH1 R132H inh	3%	7%	-2%	-4%	7%

(more compounds)
[33] COc1ccc(OCCSc2nc3ccccc3n2CC(=O)N2CCOCC2)cc1
[34] Cc1ccc(/C=N/NC(=O)c2nnn(-c3nonc3N)c2CSc2ccccc2)s1
[35] N/C(=N\OC(=O)c1cccc(Cl)c1)c1ccncc1
[36] COC(C(=O)N/N=C(\C)CC(=O)Nc1ccc(Cl)cc1C)c1ccccc1 (stereo unspecified)
[37] Cc1ccc(N2CC(C(=O)NCc3ccco3)CC2=O)cc1Cl (stereo unspecified)
[38] CCCOc1cccc(C(=O)N(Cc2ccccc2)C2CCS(=O)(=O)C2)c1 (stereo unspecified)
[39] CCCN(CCC)CCCNC(=O)Cn1cnc2onc(-c3ccc(F)cc3)c2c1=O
[40] COc1ccc(CCN2C(=O)CSC2c2cccc([N+](=O)[O-])c2)cc1OC (stereo unspecified)

assay / entry	33	34	35	36	37	38	39	40
D2 antagonist	x	-13	-1	6	7	-15	x	-5
TRHR ag	0.3	0.9	-0.8	-0.6	1.6	-0.5	0.7	0.1
D2 agonist	21	-0.2	-0.2	1.0	-0.2	0.6	1.5	1.1
TrxR1 substrate	-4%	7%	8%	6%[57.1 µM]	5%	1%[57.1 µM]	-3%	-3%
PI4K2A block	1	12	-6	2	0	4	4	9
TrxR1 inh	7%	4%	33%[activator]	0%[57.1 µM]	u	17%[57.1 µM]	-1%	16%
USP1 inh	-4%	-6%	-18%	-16%	-14%	-14%	-31%	-17%
TRHR PAM	-2	3	-3	-4	18	7	2	-5
IDH1 R132H inh	-4%	-9%	-1%	2%	2%	6%	5%	6%

[41] N#Cc1ccc(COc2cccnc2[N+](=O)[O-])cc1
[42] CN(C)NC(=O)C12CCC(C)(C(=O)O1)C2(C)C (stereo unspecified)
[43] CC(C)(C)N1CC(C(=O)Nc2cccc(Cl)c2Cl)CC1=O (stereo unspecified)
[44] O=[N+]([O-])c1cccc(-c2ccc(C(=S)N3CCN(c4ccc(F)cc4)CC3)o2)c1
[45] Cc1occc1-c1nnc(SCC(=O)N2CCOCC2)o1

assay / entry	41	42	43	44	45
D2 antagonist	-3	27	-3	3	6
TRHR ag	0.1	0.1	-0.3	-0.5	0.4
D2 agonist	-0.2	2.4	-0.6	0.0	0.4
TrxR1 substrate	-3%	-3%	1%[57.1 µM]	-13%	10%
PI4K2A block	-3	-3	-4	3	1
TrxR1 inh	9%	16%	-6%[57.1 µM]	u	14%
USP1 inh	-6%	-6%	-3%	-3%	-21%
TRHR PAM	-8	3	1	-2	3
IDH1 R132H inh	0%	-8%	2%	6%	0%

Hits appear at their usual frequency; any-hit rate near 3.9%.
